Source: PubChem BioAssay (several laboratories)
V-ATPase pHluor – regulators of yeast V-ATPase proton transport. S. cerevisiae, pHLuorin cytosolic pH fluorescence. response, % at 10 µM. 350,000 compounds, 0.37% hits. AID 504577; in the data active = response mostly above about 7.3%, no sharp cut-off; inactive = mostly below about 5.4%; note: actives read high; inactives centre near 0; some compounds called inactive have numbers as strong as hits
CAL PDZ FP-1 – blocks peptide binding to human CAL PDZ domain | Q9HD26 | purified CAL PDZ, TMR-peptide fluorescence polarization, 1 h | inhibition, % at 20 µM | 330,000 compounds, 0.02% hits | AID 504414;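 active = highest replicate inhibition of at least 40%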;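 note: plate controls were DMSO neutral control wells for no effect and unlabeled competitor peptide control wells for full effect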
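Test system: purified CerCALP PDZ construct; Compound dosing: one concentration, 20 µM compound; Also added: TMR-labelled reporter peptide T*-PRC34 bound in PDZ groove; Read-out: inhibition from polarization loss; Controls: unlabelled peptide and DMSO controls; Signal: FP readout, S and P plane fluorescence; Incubation: 1 h at RT.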
MITF TRPM1 HTS – increases MITF-driven TRPM1 promoter luciferase signal; activation, % at 12.5 µM; AID 588334; SK-MEL-5 TRPM1-promoter luciferase, 24 h; % of positive control, neutral wells = 0; 300,000 compounds, 0.75% hits;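 active = mean activation of at least 80% with every replicate also reaching 80%; inconclusive = mean reaches 80% but some replicate falls short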;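 note: 0% = neutral control wells and 100% = parthenolide positive control wells; values of inactives mirror those of a sister screen read the other way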
CAL PDZ FP-2 – CAL PDZ (human) peptide binding inhibition; Q9HD26; purified CAL PDZ, TMR-peptide fluorescence polarization, 1 h; inhibition, % at 24.9 µM; 300,000 compounds, 0.92% hits; AID 602252;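 active = mean inhibition of at least 30% with at least half of replicates also reaching 30%; inconclusive = no clear call, values can overlap the other calls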;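 note: 0% = DMSO neutral control and 100% = excess unlabeled competitor peptide PRC23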
dFosB activator – mouse delta FosB homodimer activation; 340,000 compounds, 0.99% hits; activation, % at 25 µM; purified delta FosB, TAMRA-CDK5 oligo fluorescence polarization; percent of positive-control signal above neutral wells;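 active = mean activation above about 17%, with every replicate also reaching it, limit read from the data, passing the limit was not always enough; inconclusive = only one of the two conditions met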;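 note: fluorescence polarization rise as delta FosB binds a TAMRA Cdk5 AP-1 oligo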
Rtt109 Vps75 – inhibitors of Candida albicans Rtt109/Vps75 histone acetyltransferase; inhibition, % at 34.9 µM; AID 540336; Q5AAJ8; 330,000 compounds, 0.16% hits; purified Rtt109/Vps75, ThioGlo CoA-SH fluorescence, 4 h;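 active = inhibition of at least 50% in every replicate; inconclusive = best replicate reaches 50% inhibition but some replicates fall short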
Target sequence (Q5AAJ8 whole entry, looked up): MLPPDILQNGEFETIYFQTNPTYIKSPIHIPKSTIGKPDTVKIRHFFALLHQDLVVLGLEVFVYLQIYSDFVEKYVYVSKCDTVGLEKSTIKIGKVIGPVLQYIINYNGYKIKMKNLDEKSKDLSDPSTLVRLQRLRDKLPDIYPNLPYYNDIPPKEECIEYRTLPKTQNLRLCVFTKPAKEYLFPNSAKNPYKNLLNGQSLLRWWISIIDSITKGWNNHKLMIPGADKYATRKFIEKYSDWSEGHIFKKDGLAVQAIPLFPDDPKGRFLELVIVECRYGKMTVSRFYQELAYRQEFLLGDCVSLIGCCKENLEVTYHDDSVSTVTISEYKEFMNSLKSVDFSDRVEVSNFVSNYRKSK
Tat transport – inhibitors of E. coli Tat protein transport | AID 488895 | E. coli MC4100 TorA-mCherry Tat export, fluorescence | inhibition, % at 10 µM | 340,000 compounds, 0.036% hits;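 active = mean replicate inhibition at least 50% and at least half of replicates individually reaching 50%; inconclusive = only one of the two criteria met; inactive = neither criterion met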;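 note: exported cargo escapes ClpAP degradation while cytoplasmic cargo is degraded and loses fluorescence; 0% = median of neutral control wells and 100% = median of NaSCN control wells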
CDK5 inh – inhibitors of human CDK5/p35 kinase; Q00535+Q15078; Recombinant CDK5/p35, ADP-Glo luminescence, 60 min; inhibition, % at 10 µM; 330,000 compounds, 0.01% hits;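 active = highest replicate inhibition of at least 50% and at least 75% of replicates reaching 50%; inconclusive = only one of the two criteria met; inactive = both criteria failed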;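 note: plate controls were DMSO neutral control for no effect and GW8510 at 10 µM for full effect; many of its hits are not listed in these tables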
Target sequence (Q00535 whole entry, looked up): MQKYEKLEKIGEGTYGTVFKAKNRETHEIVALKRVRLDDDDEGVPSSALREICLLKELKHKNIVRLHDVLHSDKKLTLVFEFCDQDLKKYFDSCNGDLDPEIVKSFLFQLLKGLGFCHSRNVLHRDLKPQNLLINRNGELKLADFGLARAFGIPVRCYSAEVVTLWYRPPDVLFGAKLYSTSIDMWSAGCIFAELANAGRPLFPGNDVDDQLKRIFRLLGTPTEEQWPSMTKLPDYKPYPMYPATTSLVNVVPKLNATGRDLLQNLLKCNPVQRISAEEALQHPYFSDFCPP
Target sequence (Q15078 whole entry, looked up): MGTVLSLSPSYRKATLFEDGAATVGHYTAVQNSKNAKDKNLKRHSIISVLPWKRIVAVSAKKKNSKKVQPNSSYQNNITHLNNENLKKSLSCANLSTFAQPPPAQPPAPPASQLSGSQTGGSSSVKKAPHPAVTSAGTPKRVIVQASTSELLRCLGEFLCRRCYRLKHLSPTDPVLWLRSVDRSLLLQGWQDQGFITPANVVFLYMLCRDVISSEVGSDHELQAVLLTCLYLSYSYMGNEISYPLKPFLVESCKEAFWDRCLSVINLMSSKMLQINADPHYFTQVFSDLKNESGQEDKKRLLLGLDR
Wnt act – Wnt/beta-catenin pathway activation; Wnt/beta-catenin reporter cell assay, activator, plate reader; activation, % at 9.35 µM; 300,000 compounds, 1.2% hits; AID 743398; in the data active = activation above about 30%, passing the limit was not always enough; inconclusive = no clear call, values can overlap the other calls;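 note: 0% = neutral control wells and 100% = positive control wells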
cardiac RTF act – increases calcium sensitivity of human cardiac regulated thin filaments; P19429+P45379; IANBD-labeled TnC RTF fluorescence at EC20 calcium; 0% EC20 calcium, 100% full calcium; activation, % at 7.2 µM; 340,000 compounds, 0.24% hits;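 active = activation above the mean over all tested compounds plus 3 SD, cut at about 30% in these data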;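 note: rise in fluorescence read as greater calcium sensitivity of cardiac thin filaments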
Starred values were filed as active, the others as inactive; ? = inconclusive; · = no result given.

V-ATPase pHluor	CAL PDZ FP-1	MITF TRPM1 HTS	CAL PDZ FP-2	dFosB activator	Rtt109 Vps75	Tat transport	CDK5 inh	Wnt act	cardiac RTF act	structure
-2.0	-2.3	-78.7	-2.4	27.6*	-7.8	9.0	1.8	·	5.4	Cc1ccc(C)c(NC(=S)NC(NC(=O)Cc2cccc3ccccc23)C(Cl)(Cl)Cl)c1 (stereo unspecified)
1.3	0.6	4.9	1.3	-2.2	0.8	2.9	2.3	-2.2	-2.5	CC(=O)C1CCC2C3CCC4CC(=O)CCC4(C)C3C=CC12C (stereo unspecified)
-0.5	-0.6	2.8	-4.0	-7.8	1.3	-7.1	0.0	0.9	-0.7	COc1ccc(-c2nc(N)sc2C2(O)C(=O)Nc3c(Br)cc(F)cc32)cc1OC (stereo unspecified)
-2.1	0.2	-4.9	-4.9	-2.7	-6.3	0.3	-1.0	-1.9	0.0	O=[N+]([O-])c1ccc(N/N=C2\CC3CC=CC23)c([N+](=O)[O-])c1 (stereo unspecified)
-0.1	-1.5	9.2	-4.1	-8.0	0.5	-4.9	1.3	-2.6	-0.3	Cn1cc(C(=O)NCCc2ccccc2)c(=O)c2cc(S(=O)(=O)N3CCOCC3)ccc21
-2.9	-0.7	-11.8	-2.4	-2.1	0.0	3.6	0.7	-1.8	5.0	COC(=O)C1=C(N)Oc2cc(C)n(CC3CCCO3)c(=O)c2C1c1ccccc1OC (stereo unspecified)
20.6*	-0.8	·	8.6	-4.4	7.5	1.0	2.2	-2.5	-1.2	CCS(=O)(=O)NCC(c1cccnc1)N1CCN(c2ccccc2)CC1 (stereo unspecified)
2.5	0.5	-2.2	-5.1	0.1	7.1	-6.0	1.6	6.8	4.4	C[C@@H]1C=C(C(=O)N2CCN(C)CC2)O[C@H](OCc2ccc(CO)cc2)C1
0.9	-1.2	-4.6	·	-3.1	-1.1	?	0.2	-0.4	5.2	COc1ccc(NC(=O)C/C(C)=N/NC(=O)C(=O)Nc2cccc(Cl)c2C)c(OC)c1
-2.0	-1.3	-10.6	1.4	-8.8	15.2	-2.6	-0.7	-6.5	-2.8	CCSc1nc2sc3c(c2c(=O)[nH]1)CCc1ccccc1-3
-1.1	-0.2	-2.6	-1.5	0.2	-3.2	0.1	-0.2	-0.8	-5.4	Cc1nc([N+](=O)[O-])c(NCCO)n1Cc1ccccc1
-1.2	-2.2	3.0	-4.2	2.5	-12.0	-4.9	0.1	-0.5	-2.3	COc1cccc(N2CCN(S(=O)(=O)c3ccc(-c4coc(C)n4)cc3)CC2)c1
-3.3	-1.6	-6.7	-0.9	6.3	·	7.4	-0.7	0.3	-1.5	O=c1c2ccccc2n2c(=S)[nH]nc2n1-c1ccccc1
0.6	0.2	-5.5	-5.6	6.5	10.5	-2.0	3.2	-2.2	-10.3	COC(=O)C1=C(C)N(Cc2ccccc2)C(=O)N[C@H]1c1cccc(F)c1
3.6	-0.8	21.3	-1.7	-5.5	10.0	5.1	-1.9	-1.2	-0.7	CN(C(=O)CCc1ccccc1)c1nnc(-c2ccncc2)s1
-0.3	-2.3	-8.8	-0.8	-0.3	1.3	-2.9	-0.8	3.4	0.7	Cc1oc(-c2ccccc2F)nc1CS(=O)CC(=O)NC1CCCC1 (stereo unspecified)
-3.3	-1.1	-72.9	-0.2	-6.1	23.7	-3.6	-0.6	·	-7.0	O=C(CCl)N1N=C(c2ccco2)CC1c1cccs1 (stereo unspecified)
0.7	-0.6	11.2	-0.6	-4.0	-5.2	2.4	0.6	-1.1	3.6	CCCCNc1nc2ccccc2nc1NS(=O)(=O)c1ccc(F)cc1
-0.7	-0.1	8.8	1.2	5.4	-5.7	-18.2	0.0	-0.8	3.4	S=C(c1nc2ccccc2[nH]1)N1CCOCC1
-3.9	-2.1	5.3	·	-2.5	2.7	-5.7	0.2	2.1	3.3	Cc1ccc(C)c(NC(=O)CCC(=O)N2CCOc3ccccc32)c1
-2.7	-0.2	-3.5	-0.4	5.8	4.9	2.5	-0.4	-0.6	6.5	CC(=O)N1CCC(=NNc2ccc(S(N)(=O)=O)cc2[N+](=O)[O-])CC1
-2.0	-1.9	6.2	6.9	-1.7	5.9	-13.2	1.0	-22.5	5.7	NC(=O)c1cc(C(=O)c2ccc(Cl)cc2Cl)c[nH]1
2.0	0.4	-2.9	2.1	-6.4	-3.5	-5.3	1.3	-3.1	-3.6	COC(=O)c1cn(NC(=O)C2CCCCC2)c(=O)c2ccccc12
-1.7	-0.1	1.9	-3.6	-1.4	4.4	1.5	1.9	·	4.6	O=C(CN1CCCCCC1)OCCN=C1NS(=O)(=O)c2ccccc21
0.7	-0.2	8.1	1.3	-11.2	0.9	1.4	0.2	-1.0	-1.8	COc1ccc(NC(=O)C23CC4CC(CC(Cl)(C4)C2)C3)cc1S(=O)(=O)N1CCOCC1
2.4	-1.4	0.8	-2.6	-9.0	-11.0	-5.0	-0.9	·	5.6	Cc1ccc(NC(=O)CN2c3cccc4cccc(c34)S2(=O)=O)cc1S(=O)(=O)N1CCOCC1
-2.4	·	-15.0	-0.2	0.5	-5.8	4.1	-0.7	-2.9	2.0	Cc1ccc2c(c1)C1(SCCS1)C(=O)N2
-1.9	·	-4.0	-0.9	0.0	7.5	12.2	2.1	0.7	-6.7	CC(=O)c1sc(NS(=O)(=O)c2ccc(C)cc2)nc1C
3.1	-2.3	-0.4	-3.4	1.3	1.4	-14.1	-0.7	-1.5	-2.1	Cn1c(=O)oc2cc(S(=O)(=O)Nc3ccccc3)ccc21
-1.3	-1.8	·	-5.4	-9.0	3.8	-8.4	0.2	34.1*	-9.0	CCC(C)C(=O)Nc1nnc(-c2cccs2)s1 (stereo unspecified)
-2.4	-1.1	-5.0	-8.5	0.3	·	-11.8	-1.2	-1.6	0.3	OCC(O)CNC(=S)NC1CCCCC1 (stereo unspecified)
-1.6	-1.0	-2.8	-0.7	-8.2	15.3	6.7	-0.3	1.7	-9.9	CC1CN(c2cnn(C(C)C)c(=O)c2Cl)CC(C)O1 (stereo unspecified)
-3.2	-0.4	6.4	0.9	-4.4	3.5	-4.4	1.0	-3.6	1.8	O=C(Nc1ccc(C(=O)N2CCC(N3CCOCC3)CC2)cc1)c1ccc(Br)o1
3.4	0.1	42.4	-0.6	-3.0	-2.0	-8.6	-0.3	-0.9	4.3	N#Cc1ccccc1OCC(=O)NC1CCCCC1
6.9	-0.4	-12.8	5.8	-5.5	-1.3	-2.4	-0.3	-5.3	-0.7	N#Cc1c(-c2ccc(Cl)cc2)c(-c2ccc(Cl)cc2)nn(CCOC(=O)CCC(=O)O)c1=O
2.6	0.3	-23.3	6.5	-12.0	-324.0	-6.7	-0.5	-0.7	-0.7	O=C(O)CCCCCNS(=O)(=O)c1ccc2c3c(cccc13)C(=O)N2
-0.2	-0.1	14.7	-7.2	-1.4	-5.1	11.8	-0.1	·	1.3	CCCCc1nc(N2CCOCC2)c(C#N)c2c1CCCC2
-1.4	-2.2	21.7	-0.7	2.3	-0.8	-9.1	0.1	-6.4	-7.3	Cc1cc(C)c(NC(=O)C(C)OC(=O)c2cc(Br)c(Br)s2)c(C)c1 (stereo unspecified)
0.8	-1.4	·	-1.9	2.9	-8.6	-5.3	1.6	·	6.5	O=C(Cc1cccs1)Nc1nnc(SCC(=O)NC2CCCCC2)s1
0.7	-0.5	42.0	-0.8	-1.9	-2.6	-8.4	-2.2	·	2.8	CN(C)/C=C1\N=C(c2ccc3c(c2)OCO3)OC1=O
3.3	-1.0	91.3*	-3.9	-1.2	-12.6	6.4	1.9	15.4	-7.5	O=C(/C=C/c1ccccc1)c1ccc2c(c1)OCCCCO2
-0.7	-0.8	-5.6	-0.1	-2.8	-1.1	1.9	-1.0	-2.6	-8.0	Cc1noc(C)c1NC(=O)Nc1ccc2c(c1)C(=O)N([C@H](C)CO)C[C@H](C)[C@@H](CN(C)S(C)(=O)=O)O2
2.8	0.3	5.3	-3.9	-4.4	-5.4	-1.6	-2.1	·	8.6	CCCn1c(=O)c(C(=O)NCc2ccncc2)c(O)c2ccccc21
-2.0	-2.1	5.2	-1.4	-13.1	4.6	1.9	3.4	1.9	-4.0	COc1cccc(CC(=O)Nc2nc(-c3ccc(F)c(F)c3)cs2)c1
-0.7	0.6	7.4	·	-6.3	0.1	-1.7	-4.6	-1.0	-0.7	O=C(CN(CCO)c1ccccc1)Nc1ccc(Cl)c(S(=O)(=O)N2CCOCC2)c1
-8.3	-1.2	4.5	-0.8	3.2	-7.3	-3.1	-0.9	·	-5.4	CN(C)S(=O)(=O)c1ccc(S(=O)(=O)NC2CCOC(C)(C)C2)cc1 (stereo unspecified)
0.7	-0.2	21.6	-6.5	-12.0	1.5	2.8	-2.1	1.2	3.9	Cc1ccc(F)cc1NC(=O)N1CCNC(=O)C1CC(=O)Nc1cc(Cl)ccc1Cl (stereo unspecified)
-0.5	-1.2	2.3	-3.8	-1.0	-19.3	23.6	-1.2	·	-1.9	COc1ccc(Cc2nnc(SCC(=O)NCCc3ccccc3)o2)cc1
0.8	0.3	8.6	0.2	0.2	-1.8	-4.1	·	·	0.7	CC(=O)Nc1cc(C)c(S(C)(=O)=O)c(C)c1
-2.0	-3.5	119.0*	-0.5	-3.8	18.9	-17.1	-4.6	·	13.2	CCn1cnc2cc(NCc3ccc(C)cc3)ccc21
-1.4	-3.4	-8.3	·	-6.8	8.8	-3.2	-0.7	-1.3	5.9	Cc1ccc(-c2nnn(CC(=O)N(c3ccccc3F)C(C(=O)NC3CCCC3)c3ccco3)n2)o1 (stereo unspecified)
3.1	·	1.0	19.7	-19.1	-4.0	4.6	-0.3	·	11.3	CCCn1c(SCC(=O)Nc2nc(C)c(C(=O)OC)s2)nnc1C(C)C
-0.2	-2.6	8.1	2.5	9.5	9.3	6.7	0.7	-13.2	-2.7	CCOc1ccccc1Oc1c(C)oc2cc(OC(=O)c3ccco3)ccc2c1=O
-5.4	-2.7	7.4	-0.9	-0.9	16.1	1.0	1.9	-1.9	1.9	Cc1cc(C(=O)NCc2ccccc2Cl)n(-c2ccccc2)n1
5.3	-2.1	-8.3	-1.1	0.6	-0.4	-0.5	0.9	3.8	-0.5	O=c1[nH]cc(S(=O)(=O)Nc2ccc3c(c2)OCO3)c(=O)[nH]1
-4.7	-0.9	-7.9	-1.5	-1.7	-2.8	14.5	2.0	-0.6	-7.5	COc1ccc(CNC(=O)[C@]2(C)CCC[C@@]3(C)C4CC[C@@]5(C)C[C@]4(CCC32)CC5=O)cc1 (stereo partly specified)
